Screening data: PubChem, Johns Hopkins Ion Channel Center
MrgX1 agonist: human MrgX1 receptor agonism, primary screen; MrgX1-HEK293 cells, Fluo-4 calcium fluorescence, agonist mode; active compounds read high; 0.44% of 310,000 active; B-score at 10 µM;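 active means calcium response B-score plate-corrected fluorescence ratio at least 3 library SD, with starting fluorescence B-score inside 5 SD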
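Material – MrgX1-expressing HEK293 cells · Input – 15,000 cells seeded per well · Dosing – compound as first of three additions · Times – overnight seeding, then 1 h dark dye loading · Measured by – kinetic Fluo-4 NW fluorescence of intracellular calcium · Read-out – B-scored fluorescence response ratio · Benchmarks – positive and negative control wells on each plate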
MrgX1 antag: blocks BAM8-22 activation of human MrgX1 receptor; MRGX1-HEK293 calcium flux, Fluo-4, BAM8-22 antagonism; active compounds read low; Q96LB2; 1.3% of 310,000 active; B-score at 10 µM;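 active means calcium-response B-score plate-corrected more than 3 library SD below zero, starting fluorescence within 5 deviations, no agonist response on first addition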;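 further: peak minus trough fluorescence over baseline after final BAM8-22 challenge near maximal dose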
RGS4 block: human RGS4 inhibition | AID 463165 | P49798 | B-score at 10 µM | 0.45% of 310,000 active | HEK293 M3R/RGS4 inducible, Fluo-4 calcium flux; active compounds read high; triggered by carbachol at its EC20;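 active means B-score, a plate-corrected calcium signal, over three deviations above library mean, with baseline fluorescence within five deviations of library mean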;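 further: RGS4 expression induced by doxycycline in cells with stable M3 receptor; B-score is computed from the integrated fluorescence ratio over baseline after carbachol; higher B-score means a larger calcium signal and so more RGS4 inhibition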
ANO1 block: blocks the mouse calcium-activated chloride channel TMEM16A | normalized B-score (activity score, 25-100; higher = stronger inhibition) at 10 µM | 1.2% of 310,000 active | HEK293 TMEM16A/YFP iodide influx fluorescence, ionomycin | Q8BHY3;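 active means ratio plate-corrected score three or more library SD toward inhibition, starting fluorescence score within five deviations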;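 further: score derived from kinetic fluorescence span divided by baseline fluorescence per well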
Target sequence (Q8BHY3 whole entry, looked up): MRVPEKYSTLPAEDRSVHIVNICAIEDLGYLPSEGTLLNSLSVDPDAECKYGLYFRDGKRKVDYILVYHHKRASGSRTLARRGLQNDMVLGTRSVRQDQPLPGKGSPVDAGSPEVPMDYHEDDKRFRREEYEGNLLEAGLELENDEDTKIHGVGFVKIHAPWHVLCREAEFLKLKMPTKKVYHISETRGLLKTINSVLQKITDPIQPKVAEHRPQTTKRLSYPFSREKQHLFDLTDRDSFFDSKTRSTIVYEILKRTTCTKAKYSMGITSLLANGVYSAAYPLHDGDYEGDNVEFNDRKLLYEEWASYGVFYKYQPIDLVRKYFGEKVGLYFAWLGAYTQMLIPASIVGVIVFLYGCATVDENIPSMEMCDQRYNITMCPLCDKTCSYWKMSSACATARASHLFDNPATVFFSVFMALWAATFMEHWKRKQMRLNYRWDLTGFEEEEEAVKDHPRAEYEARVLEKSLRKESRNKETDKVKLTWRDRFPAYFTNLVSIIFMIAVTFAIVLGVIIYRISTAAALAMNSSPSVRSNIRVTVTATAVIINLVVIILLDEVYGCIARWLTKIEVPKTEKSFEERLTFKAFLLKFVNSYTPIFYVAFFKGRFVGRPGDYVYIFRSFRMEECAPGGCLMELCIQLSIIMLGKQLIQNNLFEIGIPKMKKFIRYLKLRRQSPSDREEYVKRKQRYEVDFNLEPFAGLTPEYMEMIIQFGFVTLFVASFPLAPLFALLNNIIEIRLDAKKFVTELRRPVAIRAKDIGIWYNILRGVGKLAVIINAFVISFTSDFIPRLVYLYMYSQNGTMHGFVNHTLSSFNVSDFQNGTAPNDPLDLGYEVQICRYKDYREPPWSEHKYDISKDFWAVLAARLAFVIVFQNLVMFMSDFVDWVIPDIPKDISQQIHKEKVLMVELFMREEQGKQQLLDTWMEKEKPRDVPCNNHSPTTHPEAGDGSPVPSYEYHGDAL
TRPC4 potent: TRPC4 (mouse) allosteric potentiation. HEK293 TRPC4beta/mu-opioid, DAMGO EC20, Fluo-4 Ca2+ flux; active compounds read high. AID 2227. 0.42% of 310,000 active. B-score at 10 µM;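 active means B-score of calcium response area above 5 SD of library B-scores, with initial fluorescence ratio within 5 SD of library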;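 further: B-score of integrated fluorescence ratio over time as area under calcium response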
MrgX1 PAM: human MrgX1 positive allosteric modulation, primary screen | Q96LB2 | MrgX1-HEK293, Fluo-4 calcium flux, FDSS; active compounds read high | B-score at 10 µM | 0.63% of 310,000 active | AID 588675;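 active means plate-corrected calcium response at least 3 library SD above typical, normal starting fluorescence, not activating the receptor alone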;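 further: compound read alongside a low EC10 to EC30 dose of BAM8-22 agonist; peak minus trough fluorescence over baseline measured at the second addition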
TRPC4 inh: TRPC4 (mouse) channel inhibition. 0.39% of 300,000 active. HEK293 TRPC4beta/mu-opioid, DAMGO-evoked Fluo4 calcium flux; active compounds read low. B-score at 10 µM. Q9QUQ5;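 active means B-score over 3 SD under the library average, no early fluorescence shift, positive overall ratio signal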
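Assay system: HEK293 cells with stable TRPC4beta plus mu-opioid receptor expression; Probe or stimulus: DAMGO in two steps, submaximal then maximal; Dosing: single-point compound dosing; Measured by: Fluo4 calcium-dye fluorescence, kinetic read; Read-out basis: B score from integrated Fluo4 fluorescence ratio.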
TRPC6 act: activators of mouse TRPC6 channel; HEK293-TRPC6 membrane potential dye fluorescence; active compounds read high; B-score at 10 µM; 0.13% of 310,000 active;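 active means B-score of the integrated fluorescence ratio above library mean plus 3 SD, and starting fluorescence ratio within library mean plus 5 SD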;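 further: higher score means more depolarization so channel activation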
ANO1 activ: mouse TMEM16A channel activation, primary screen | B-score at 10 µM | Q8BHY3 | AID 623877 | HEK293 TMEM16A/YFP-H148Q/I152L, iodide quench fluorescence; active compounds read low | 0.3% of 340,000 active;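 active means fluorescence-ratio B-score plate-corrected deviation score at least 3 library SD below zero, with starting fluorescence score within 5 deviations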;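 further: channel opened by trigger with iodide after compound preincubation; score built on the fluorescence ratio of max minus min over baseline; more negative score means more quench and so TMEM16A activation or potentiation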
TRPC6 inh: blocks the mouse TRPC6 cation channel; Q61143; HEK293-TRPC6, membrane potential dye, ACh-evoked depolarization; active compounds read low; B-score at 10 µM; 1.1% of 310,000 active; AID 2553;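 active means B-score under library mean minus 3 SD, initial fluorescence not abnormally high, positive integrated signal ratio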;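 further: B-score derived from integrated fluorescence ratio over the kinetic read; more negative B-score means stronger inhibition of depolarization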
TRPC4 act: activators of mouse TRPC4 channel; Q9QUQ5; HEK293 TRPC4beta/mu-opioid, Fluo4 calcium fluorescence; active compounds read high; B-score at 10 µM; 0.49% of 310,000 active; AID 2237;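 active means B-score above 5 SD of library B-scores, and initial fluorescence ratio not above library mean plus 5 SD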;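 further: positive B-score marks a calcium rise read as TRPC4 activation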
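Incubation: 45 min room-temperature Fluo4 loading, 110 s read / System: HEK293 cells stably co-expressing mouse TRPC4beta and mu-opioid receptor / Signal: Fluo4 fluorescence, kinetic / Control set: buffer (low) and maximal DAMGO (high) / Measure: integrated baseline-normalised fluorescence ratio, converted to per-well B score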
An asterisk follows results filed as active; i = inactive.

mol	MrgX1 agonist	MrgX1 antag	RGS4 block	ANO1 block	TRPC4 potent	MrgX1 PAM	TRPC4 inh	TRPC6 act	ANO1 activ	TRPC6 inh	TRPC4 act
CC1(C)Cn2c(nnc2-c2ccccc2)S1	i	i	i	i	i	i	i	i	i	i	i
CCCCc1nnc(NC(=O)Cc2ccc(OC)c(S(=O)(=O)N3CCOCC3)c2)s1	i	i	i	i	i	i	i	i	i	i	i
COc1ccc(/C=N/Nc2cc(C)nc(-n3nc(C)cc3C)n2)cc1	i	i	i	i	19*	i	i	i	i	i	i
CCC(C)[C@H](NC(=O)Nc1ccc(C)cc1C)C(=O)O (some centres not stated)	i	i	i	i	i	i	i	i	i	i	i
CCC1Oc2ccccc2N(CC(=O)Nc2ccccc2OC)C1=O (configuration not stated)	i	i	i	i	i	i	i	i	i	i	i
COc1cc(C(=O)NCC(c2ccco2)N2CCOCC2)cc(OC)c1OC (configuration not stated)	i	i	i	i	i	i	i	i	i	i	i
CN(C)N1C(N)=C(C#N)C(c2ccc(Br)cc2)C2=C1CC(C)(C)CC2=O (configuration not stated)	i	i	i	i	i	i	i	i	i	i	i
CC(C(=O)OCn1nnc2ccccc2c1=O)N1C(=O)c2ccccc2C1=O (configuration not stated)	i	i	i	i	i	i	i	i	i	i	i
CCCCNC(=O)c1cccc(NC(=O)C(=O)c2ccccc2NC(C)=O)c1	i	i	i	i	i	i	i	i	i	i	i
COc1cccc(C(=O)/C=C/c2ccc(N3CCCCC3)c([N+](=O)[O-])c2)c1	i	i	i	i	i	i	i	i	i	i	i
COCC(=O)Nc1sc2c(c1C(=O)OC)CCC(C)C2 (configuration not stated)	i	i	i	i	i	i	i	i	i	i	i
CN(c1ccccc1)c1nc(N)c(C#N)c(CC#N)c1C#N	i	i	i	i	i	i	i	i	i	i	i
CCN1C(=O)C(CC(=O)Nc2ccc(OC)cc2)N(CCCN2CCN(c3ccc(F)cc3)CC2)C1=S (configuration not stated)	i	i	i	i	i	i	i	i	i	i	i
CCCN1C2CCCC1CC(NC(=O)Nc1cccc(C(C)=O)c1)C2 (configuration not stated)	i	i	i	i	i	i	i	i	i	-6.1*	i
O=C(N/C(=C\c1ccc2c(c1)OCO2)C(=O)N1CCOCC1)c1ccccc1Br	i	i	i	i	i	i	i	i	i	i	i
CCCCC(C(=O)NC1CCCC1)N(C(=O)c1snc(C(N)=O)c1N)c1ccc(C)cc1 (configuration not stated)	i	i	i	i	i	i	i	i	i	i	i
COc1ccccc1CNC(=O)CNC(=O)c1cn(-c2ccccc2OC)c(=O)c2ccccc12	i	i	i	i	i	i	i	i	i	i	i
O=C(NCc1cccnc1)c1ccc(CS(=O)(=O)c2ccc(Cl)cc2)o1	i	i	i	i	i	i	i	i	i	i	i
COCCC1CCCCN1C(=O)c1ccc(OC)c(OC2CCN(C(C)=O)CC2)c1 (configuration not stated)	i	i	i	i	i	i	i	i	i	i	i
CCc1cccc(NC(=O)CN(C)S(=O)(=O)c2cnc[nH]2)c1	i	i	i	i	i	i	i	i	i	i	i
CC(C)c1nc2n[nH]c(N)c2c2c1CSC(C)(C)C2	i	i	i	i	i	i	i	i	i	i	i
O=C(CN1C(=O)c2ccccc2C1=O)NCCOc1ccccc1	i	i	i	i	i	i	i	i	i	i	i
COc1cccc(C2C(C(=O)OC(C)C)=C(C)N=c3s/c(=C\c4ccc(C(=O)O)cc4)c(=O)n32)c1 (configuration not stated)	i	i	i	i	i	i	i	i	-4.8*	i	i
O=C(NCc1ccc(/C=N\NC(=O)C(=O)Nc2ccccc2Br)o1)C(=O)Nc1ccccc1	i	i	i	i	i	i	i	i	i	i	i
Cc1c(NC(=O)c2ccc(Cl)c(S(=O)(=O)N3CCOCC3)c2)c(=O)n(-c2ccccc2)n1C	i	i	i	i	i	i	i	i	i	i	i
O=C(NC1CCCC1)C(c1ccccn1)N(C(=O)c1csnn1)c1ccc(F)cc1 (configuration not stated)	i	i	i	i	i	i	i	i	i	i	i
O=C(NCc1ccc(F)cc1)c1ccc(S(=O)(=O)Nc2cccc(C(F)(F)F)c2)cc1	i	i	5.2*	i	i	i	i	i	i	i	i
O=C(CSc1n[nH]c(-c2ccncc2)n1)c1cccc([N+](=O)[O-])c1	i	i	i	i	i	i	i	i	i	i	i
O=C(CSc1ccc(Cl)cc1)Nc1nnc(-c2ccco2)o1	i	i	i	i	i	i	i	i	i	i	i
COc1ccc(NS(=O)(=O)c2cccc(C(=O)OCC(=O)NC3CC3)c2)cc1	i	i	i	i	i	i	i	i	i	i	i

One compound at a time, from the list above:
Listed for COc1cc(C(=O)NCC(c2ccco2)N2CCOCC2)cc(OC)c1OC (configuration not stated) → MrgX1 agonist: i; MrgX1 antag: i; RGS4 block: i; ANO1 block: i; TRPC4 potent: i; MrgX1 PAM: i; TRPC4 inh: i; TRPC6 act: i; ANO1 activ: i; TRPC6 inh: i; TRPC4 act: i
Listed for COCC(=O)Nc1sc2c(c1C(=O)OC)CCC(C)C2 (configuration not stated) → MrgX1 agonist: i; MrgX1 antag: i; RGS4 block: i; ANO1 block: i; TRPC4 potent: i; MrgX1 PAM: i; TRPC4 inh: i; TRPC6 act: i; ANO1 activ: i; TRPC6 inh: i; TRPC4 act: i

(next part)
mol	MrgX1 agonist	MrgX1 antag	RGS4 block	ANO1 block	TRPC4 potent	MrgX1 PAM	TRPC4 inh	TRPC6 act	ANO1 activ	TRPC6 inh	TRPC4 act
Cc1cc2nc(C3CCCN(C(=S)Nc4ccccc4)C3)[nH]c2cc1C (configuration not stated)	i	i	i	i	i	i	i	i	i	i	i
CN(C)CCCN(C(=O)c1ccco1)c1nc2ccc(Cl)cc2s1	i	i	i	i	i	i	i	i	i	-6.3*	i
Cn1cccc1/C=N\NC(=O)C1COc2ccc(C(C)(C)C)cc2O1 (configuration not stated)	i	i	i	i	i	8.1*	i	i	i	i	i
CNC(=O)N(O)C1N(/N=C/c2cccnc2)C(=S)SC1(C)C (configuration not stated)	i	i	i	i	i	i	i	i	i	i	i
CC1Cc2ccccc2N1C(=O)COC(=O)C1=COCCO1 (configuration not stated)	i	i	i	i	i	i	i	i	i	i	i
CCOCCCNC(=O)C(c1ccccc1)N(Cc1ccc2c(c1)OCO2)C(=O)CNC(C)=O (configuration not stated)	i	i	i	i	i	i	i	i	i	i	i
COc1cc(C2NC(=O)NC3=C2C(=O)OC3)cc(OC)c1OC (configuration not stated)	i	i	i	i	i	i	i	i	i	i	i
CC(C)Oc1ccc(C(CC(=O)O)NC(=O)C2CCCCC2)cc1 (configuration not stated)	i	i	i	i	i	i	i	i	i	i	i
COc1ccc(-c2nnc(NC(=O)c3ccc(F)cc3)o2)cc1	i	i	i	i	i	i	i	i	i	i	i
Cc1ccc(C(NC(=O)N2CCCC2)C(Cl)Cl)cc1F (configuration not stated)	i	-4.8*	i	i	i	i	i	i	i	i	i
CCC(SC1=NCCS1)C(=O)Nc1nnc(-c2ccccc2OC)s1 (configuration not stated)	i	i	i	i	i	i	i	i	i	i	i
Cc1ccc(C(=O)Nc2onc(C)c2C#N)cc1	i	i	i	i	i	i	i	i	i	i	i
COC(=O)/C=C1/S/C(=N/NC(=O)c2ccc(OC)cc2)NC1=O	i	i	i	i	i	i	i	i	i	i	i
COc1ccc(C(CNC(=O)c2cc(S(=O)(=O)NCc3ccccc3)ccc2C)N2CCOCC2)cc1 (configuration not stated)	i	i	i	i	i	i	i	i	i	i	i
Cc1nc2ncnn2c(C)c1CCC(=O)O	i	i	i	i	i	i	i	i	i	i	i
COc1ccc(C(=O)Nc2nccs2)cc1	i	i	i	i	i	i	i	i	i	i	i
COc1ccc(Oc2c(Cl)cnn(-c3ccc(F)cc3)c2=O)cc1	i	i	i	i	i	i	i	i	i	i	i
COc1ccc(NC(=O)CC(C)c2ccccc2)c([N+](=O)[O-])c1 (configuration not stated)	i	i	i	i	i	i	i	i	i	i	i
Cc1onc(-c2ccccc2Cl)c1C(=O)Nc1ccccc1	i	i	i	i	i	i	i	i	i	i	i
Cc1nc2cc(O)ccc2n1C	i	i	i	i	i	i	i	i	i	i	i
O=C(O)CN1C(=O)CNC1=O	i	i	i	i	i	i	i	i	i	i	i
COc1cc(C)c(NC(=O)C(=S)N2CCCC2)cc1C	i	i	i	i	i	i	i	i	i	i	i
COc1cc(C)nc(NS(=O)(=O)c2ccc(C)cc2)n1	i	i	i	i	i	i	i	i	i	i	i
Cn1c(=O)c2cc3ccc(Cl)cc3nc2n(C)c1=O	i	i	i	i	i	i	i	i	i	i	i
COC(=O)C1CSC(C(=O)OC)N1C(=O)CN1CC(C)OC(C)C1 (configuration not stated)	i	i	i	i	i	i	i	i	i	i	i
Cc1nn(C)cc1CNC(=O)Nc1ccc(Br)cc1Cl	i	i	i	i	i	i	i	i	i	i	i
Cn1c(=O)[nH]c(=O)c2c1nc(N1CCOCC1)n2CCCSc1ncccn1	i	i	i	i	i	i	i	i	i	i	i
O=Cc1c(N2CCSCC2)nc2ccccn2c1=O	i	i	i	i	i	i	i	i	i	i	i
Cc1ccc(NC(=O)CN2C(=O)S/C(=C\c3ccccn3)C2=O)cc1	i	i	i	i	i	i	i	i	i	i	i
CCO[C@@H]1OC(C(N)=O)=C[C@H](c2ccc(C(F)(F)F)cc2)[C@H]1CCCO	i	i	i	i	i	i	i	i	i	i	i
CC(C)(C)NC(=O)NC(=O)COC(=O)c1cc(=O)[nH]c2ccccc12	i	i	i	i	i	i	i	i	i	i	i
CCn1c(=O)c(CCC(=O)NCC2CCCO2)c(C)c2c(C)nn(-c3ccccc3)c21 (configuration not stated)	i	i	i	i	i	i	i	i	i	i	i
COc1cccc(COC(=O)CCNC(=O)c2ccc(Cl)cc2)c1OC	i	i	i	i	i	i	i	i	i	i	i

This is a random part of the collection, and some 5.8% of all compounds hit somewhere here.
